# Screens as filed in PubChem BioAssay.
# HEK293 viab = GF-AFC viability counterscreen for inhibitors of alpha-synuclein gene (SNCA) expression. HEK-293-SNCA-luc viability, GF-AFC fluorescence, 24 h. Potency, µM (top dose mostly 57.1 µM), for inactives: at the highest dose activity change, negative = cytotoxicity, hits mostly cytotoxic. 150,000 compounds, 0.12% hits. AID 1671193, 2021;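 further: potency means the concentration at half of the fitted maximal effect; 0% = DMSO-treated cells and -100% = medium-only wells without cells; nearly all actives have a fitted effect of over 30% in size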
#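 Cytotoxicity counterscreen: after 24 h compound treatment of genome-edited SNCA-luciferase HEK-293 cells, live-cell protease substrate GF-AFC read by fluorescence after 30 min; activity scaled between DMSO (0%) and medium-only (-100%), curves Hill-fitted.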
# FLuc inh = Firefly luciferase inhibition profiling of diverse chemical library using quantitative high-throughput screening; Luciferin 4-monooxygenase (Photinus pyralis), P08659; purified P. pyralis luciferase, luminescence, biochemical; Potency, µM (titrated, usually from 115 µM), for the others: at the top dose activity change, negative = inhibition, hits mostly inhibitors; 76,000 compounds, 2.5% hits; further: potency means the concentration at half of the fitted maximal effect; nearly all actives have a fitted effect of over 65% in size
# Target sequence (P08659 whole entry, looked up): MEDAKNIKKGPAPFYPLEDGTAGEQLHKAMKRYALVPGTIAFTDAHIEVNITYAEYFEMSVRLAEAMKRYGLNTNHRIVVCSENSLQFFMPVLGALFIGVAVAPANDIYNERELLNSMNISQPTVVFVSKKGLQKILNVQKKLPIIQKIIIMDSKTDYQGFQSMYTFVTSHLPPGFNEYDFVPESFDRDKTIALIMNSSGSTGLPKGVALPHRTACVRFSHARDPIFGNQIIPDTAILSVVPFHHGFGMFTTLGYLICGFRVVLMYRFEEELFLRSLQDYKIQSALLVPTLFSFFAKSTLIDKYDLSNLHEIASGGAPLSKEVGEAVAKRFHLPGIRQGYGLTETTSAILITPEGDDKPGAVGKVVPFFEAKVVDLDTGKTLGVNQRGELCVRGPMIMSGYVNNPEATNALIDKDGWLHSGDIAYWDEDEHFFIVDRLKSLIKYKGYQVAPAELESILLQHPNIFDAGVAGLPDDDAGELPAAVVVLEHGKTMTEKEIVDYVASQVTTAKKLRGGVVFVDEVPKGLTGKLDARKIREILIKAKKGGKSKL
#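 Luminescence read by CCD imager after adding enzyme (10nM final) to wells holding compound, titrated in qHTS. Substrates 10uM each D-luciferin and ATP; buffer 50mM Tris acetate pH 7.5, 10mM Mg acetate, Tween-20, BSA.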
# 3T3 cytotox = Cytotoxic Profiling in NIH 3T3 Cell Line of Diverse Libraries Using Quantitative High-Throughput Screening | NIH 3T3 viability, CellTiter-Glo ATP luminescence, 48-72 h | Potency, µM (series often up to 96.7 µM), without a hit: top-dose activity change, negative = cytotoxicity, usual class: inhibitors | 94,000 compounds, 4.3% hits | AID 1345082, 2018; further: potency means the concentration at half of the fitted maximal effect; nearly all actives have a fitted effect of over 55% in size
#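 Viability of NIH 3T3 cells after 48 or 72 hr compound treatment at 37 °C was assessed by CellTiter-Glo, with luminescence imaged following a 10 min room-temperature step.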
# IP6K1 inh = Primary qHTS assay for small molecule inhibitors of Inositol hexaphosphate kinase 1 (IP6K1); Inositol hexakisphosphate kinase 1 (Homo sapiens), Q92551; IP6K1 kinase, ADP-Glo luminescence, 2 h; hits give low values; activity change, % (series mostly up to about 58 µM); 140,000 compounds, 0.81% hits; AID 1645851, 2021; in the data active means activity change below about -25%
#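 ADP-Glo luminescence measures ADP made by human IP6K1 during a 2 h RT reaction with ATP/IP6 (mix at 1.3 mM/130 uM); top library doses 57.5 and 19.1 uM final.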
# HEK cytotox = Cytotoxic Profiling in HEK 293 Cell Line of Diverse Libraries Using Quantitative High-Throughput Screening; HEK 293 viability, ATP luminescence (CellTiter-Glo), 48-72 h; Potency, µM (series often up to 115 µM), inactives show at the top dose activity change, negative = cytotoxicity, usual class: inhibitors; 94,000 compounds, 6.6% hits; AID 1345083, 2018; further: potency means the concentration at half of the fitted maximal effect; nearly all actives have a fitted effect of over 60% in size
#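 250 HEK 293 cells/well; compound by pintool; incubated 48 or 72 hr at 37 degree Celsius; CellTiter-Glo added, 10 min RT, luminescence imaged.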
# SNCA expr inhib = Primary qHTS assay for inhibitors of alpha-synuclein gene (SNCA) expression; HEK-293 SNCA-luciferase knock-in, luminescence, 24 h; AID 1671194, 2021; Potency, µM (titrated, usually from 57.2 µM), for the others: top-dose activity change, negative = inhibition, usual class: inhibitors; 140,000 compounds, 0.17% hits;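 further: potency means the concentration at half of the fitted maximal effect; plate controls were DMSO cells for no effect and cell-free wells for full effect; nearly all actives have a fitted effect of over 45% in size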
# GPT2 inhibitor = Primary qHTS assay for inhibitors of Glutamate pyruvate transaminase 2 (GPT2); Alanine aminotransferase 2 (Homo sapiens), Q8TD30; Recombinant GPT2, coupled pyruvate oxidase/HRP Amplex Red fluorescence; Potency, µM (highest dose often 57.7 µM), without a hit: top-dose activity change, negative = inhibition, actives largely listed as inhibitors; 100,000 compounds, 0.25% hits; AID 1671188, 2021; further: potency means the concentration at half of the fitted maximal effect; nearly all actives have a fitted effect of over 60% in size; many of its hits are not listed in these tables
# Target sequence (Q8TD30 whole entry, looked up): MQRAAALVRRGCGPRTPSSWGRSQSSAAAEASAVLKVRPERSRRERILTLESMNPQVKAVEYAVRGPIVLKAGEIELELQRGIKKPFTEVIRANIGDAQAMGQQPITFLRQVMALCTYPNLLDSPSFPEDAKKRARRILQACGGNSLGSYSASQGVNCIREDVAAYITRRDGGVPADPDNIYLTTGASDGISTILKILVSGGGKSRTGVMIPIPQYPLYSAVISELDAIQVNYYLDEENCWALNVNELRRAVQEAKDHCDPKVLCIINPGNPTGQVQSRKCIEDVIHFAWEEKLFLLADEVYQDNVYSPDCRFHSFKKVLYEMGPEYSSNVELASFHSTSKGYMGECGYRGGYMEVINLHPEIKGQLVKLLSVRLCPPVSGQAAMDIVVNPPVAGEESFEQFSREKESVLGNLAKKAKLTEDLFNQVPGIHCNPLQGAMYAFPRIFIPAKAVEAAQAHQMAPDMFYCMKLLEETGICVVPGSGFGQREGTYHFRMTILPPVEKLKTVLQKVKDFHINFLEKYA
#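 GPT2 10ng/uL, a-KG 250uM, L-Ala 2mM, HEPES pH7.5 + 0.0001% Tween; 30 min RT. Then Amplex mix (PO/HRP/ThPP), 30 min RT dark, fluorescence. AOA 50uM used as positive control.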
# Active calls of the source: *; i = inactive; ? = inconclusive; · = no result given; & = joins results of further samples; [ ] = remark or other dose. Unless noted, the call rests on the fitted dose curve; in most records, active means well fitted curve in the direction sought with a large enough effect; inconclusive means small, poorly fitted or top-dose-only effect, or another doubt; inactive means no such curve, though single readings can be large; an effect the other way counts as inactive or inconclusive. Unless noted, on the % scale 0 is the no-effect control and ±100 the full control effect.
SMILES,HEK293 viab,FLuc inh,3T3 cytotox,IP6K1 inh,HEK cytotox,SNCA expr inhib,GPT2 inhibitor
O=C(O)c1c(CNCc2cccc(F)c2)c2ccccc2n1Cc1ccccc1,-15%,·,·,18,·,-7%,·
Cc1nc(N=Nc2cc(S(=O)(=O)O)c3cc([N+](=O)[O-])cc(S(=O)(=O)O)c3c2)c(COP(=O)(O)O)c(C=O)c1O,-2%,·,·,·,·,14%,5%
COc1ccc(N2C(=O)CSC23CCN(C(=O)c2ccccc2Br)CC3)cc1,7%,-1%,2%,9,0%,4%,1%
Cc1ccc(CSCC(=O)N2CCN(c3ccccc3F)CC2)cc1,7%,·,·,-16,·,3%,·
CN(C)c1ccc(NC(=O)C2(c3cccs3)CCOCC2)cc1,3%,·,·,3,·,-5%,·
CCc1cccc(C)c1NC(=O)CCCN1C(=O)C(c2ccccc2)Oc2cccnc21 (centres undefined),-5%,·,·,5,·,-29%,·
COc1ccccc1-c1ccc(CN2CCC(NC(C)=O)C2)cc1 (centres undefined),·,·,?,14,?,·,·
COc1ccccc1-c1cc(C(=O)NCc2ccccc2F)nn2cnnc12,-6%,·,?,2,?,12%,i
CC(=O)N1CCc2cc(CNC(=O)c3ccccc3Br)ccc21,11%,·,·,46,·,148%[activator],·
CC(C)c1cnc2c(c1SCC(=O)Nc1cccc(F)c1)c(=O)n(C)c(=O)n2C,-18%,·,·,-7,·,7%,·
COC[C@H]1CCCN1C(=O)C[C@@H]1C[C@H]2O[C@H](CNC(=O)N[C@@H](C)c3ccccc3)[C@@H](O)[C@H]2O1,1%,8%,-7%,4,-5%,3%,-3%
CCOc1ccc(-c2cc(C(=O)NCCc3ccc(OC)c(OC)c3)[nH]n2)cc1,9%,·,·,2,·,8%,·
Cn1nc(C(=O)N2CCCCCCNC(=O)[C@@H]3CCCC[C@@H]32)c2ccccc21,?,-5%,?,-9,?,-27%,-24%
COc1ccc(CNC(=O)c2cnc3sc4cc(OC)ccc4n3c2=O)cc1,-1%,·,·,-5,·,-6%,·
COc1ccc(C(=O)N2CC(C(=O)NCCc3ccccc3)CC(c3ccccc3)C2)cc1OC (centres undefined),-15%,-5%,?,12,?,77%[activator],i
CCCc1nc(C(=O)N[C@@H]2CCOC[C@H]2Oc2ccccn2)cs1,-22%,0%,-21%,-1,-26%,?,2%
O=C(C1CCCN(C2CCN(C3Cc4ccccc4C3)CC2)C1)N1CCCC1 (centres undefined),-11%,-3%,-1%,-4,-1%,15%,i
CSc1ncc(Cl)c(C(=O)N(Cc2ccc(C(C)C)cc2)C2CCS(=O)(=O)C2)n1 (centres undefined),-12%,·,·,-12,·,16%,·
Cc1ccc(-c2noc([C@@H]3Cc4nc[nH]c4CN3CC3CCCCC3)n2)cc1,-18%[87.6 µM],?,71µM*,-14,63µM*,-3%[87.6 µM],0%[88.5 µM]
COCCN1C(=O)c2ccccc2C(C(=O)Nc2ccc(NC(C)=O)cc2)C12CCCCC2 (centres undefined),-10%,-8%,i,18,6%,-7%,i
Cc1nc(CCNS(=O)(=O)c2ccc3c(c2)OCCO3)no1,2%,6%,-5%,46,-1%,2%,?
O=C1CCN(C(=O)c2ccccc2)CCCC(C(=O)NCc2cccc(C(F)(F)F)c2)CCN1 (centres undefined),?,-11%,-18%,-1,-14%,?,i
CSc1ccc(-c2ccc(C(=O)O)cc2)cc1,-1%[87.6 µM],·,4%[138 µM],-24,i,64%[activator][87.6 µM],-20%[88.5 µM]
COc1ccc(NCc2cc3cc4c(cc3n(CC(=O)Nc3ccc(F)cc3)c2=O)OCCO4)cc1,-5%,·,·,-7,·,-2%,·
COc1ccc(-n2nc3n(c2=O)CCN(C(=O)c2ccccc2OC)C3)cc1,-6%,·,-29%,-2,-19%,2%,0%
CCCCCCN(CCC(=O)NCCc1ccccc1)C(=O)c1cc(C)oc1C,-14%,-19%,?,22,8.9µM*,51%[activator],-11%
Cc1ccc(CSc2nc3ccc(NC(=O)COc4ccccc4F)cc3s2)cc1,-1%,·,·,3,·,?,·
Cc1cc(C)c(Cn2c3ccccc3c3cnn(CC(=O)NCc4cccs4)c(=O)c32)c(C)c1,9%,·,·,9,·,-2%,·
Cc1noc(-c2ccc3c(c2)OCO3)c1C(=O)NC(C)CCc1ccccc1 (centres undefined),-1%,-1%,?,-12,45µM*,-1%,i
Cc1cccc(NC(=O)c2cc3n(n2)CC(c2ccc4c(c2)OCO4)OC3)c1 (centres undefined),6%,-22%,?,-8,?,-9%,1%
Cc1cccc(NC(=O)Nc2ccc(Br)cc2)n1,-12%,·,·,-3,·,172%[activator],·
COCc1nc(C2CC(Nc3ccnc4cc(Cl)ccc34)C2)cc(=O)[nH]1 (centres undefined),-5%&2%,0%&-7%,?,8&7,-8%&-32%,-19%&-14%,-42%
Cn1c(=O)c2ccccc2n2c(CCC(=O)N3CCN(c4cccc(Cl)c4)CC3)nnc12,6%,·,·,-3,·,12%,·
c1cc(-c2nc(C3CCOC3)nn2C2CCCCC2)co1 (centres undefined),-2%,-2%,-29%,10,4%,8%,i
Cc1ccc(-c2nn(CCC(=O)Nc3ccc(Cl)c(Cl)c3)c(=O)c3ccccc23)cc1,-1%,·,·,16,·,-18%,·
CCCCN(C)C(=O)Cn1nc(C)c2sc(-c3ccccc3)nc2c1=O,-21%,-7%,-5%,9,?,-22%,-1%
O=C1CC(c2ccccc2)N(C(=O)C2CC2)CCCN(C(=O)Cc2cccnc2)CCN1 (centres undefined),0%,-1%,-13%,-1,i,19%,-5%
O=C(Nc1sc2c(c1C(=O)Nc1cccc(Cl)c1)CCCC2)c1cccs1,5%,·,·,-2,·,-3%,·
CC(C)OC(=O)NN(C(=O)OC(C)C)[C@@H]1C=C(C(=O)N[C@H](C)C(N)=O)C[C@@H](O)[C@H]1O,4%[87.6 µM],1%[172 µM],-2%[174 µM],9,-2%[172 µM],1%[87.6 µM],0%[88.5 µM]
O=C(O)c1ccc(-c2ncc3cnc(C4=CCOCC4)cn23)cc1,1%[87.6 µM],-3%[172 µM],?,-20,i,-1%[87.6 µM],-5%[88.5 µM]
CC(CNC(=O)Cn1ncc2c3ccccc3n(Cc3cccc(Cl)c3)c2c1=O)c1ccccc1 (centres undefined),2%,·,·,15,·,-10%,·
Cc1c(Cl)cccc1-n1c(CCC(=O)O)ccc1-c1cccs1,4%,·,·,0,·,4%,·
COCC(=O)N[C@H]1C[C@@H](Cc2cc(CN(C)C)on2)C1(C)C,2%[87.6 µM],15%[172 µM],i,-11,-6%[172 µM],-4%[87.6 µM],0%[88.5 µM]
O=C(NC1CCCN(c2ccc3nnc(-c4ccccc4)n3n2)C1)c1ccc(Cl)cc1 (centres undefined),·,·,?,16,?,·,·
COc1cc(NC(=O)c2nc3ccccc3nc2C)cc(OC)c1OC,?,·,·,-1,·,39%[activator],·
Cc1cc(C)n2c(Nc3ccc(Cl)cc3)c(-c3ccsc3)nc2n1,14%,·,·,-11,·,15%,·
CCOc1ccc(-n2ccnc2SCC(=O)Nc2nc3ccc(C)cc3s2)cc1,3%,·,·,-15,·,?,·
CN(C)S(=O)(=O)c1ccc(C(=O)Nc2ccc(-n3nncc3-c3ccccc3)cc2)cc1,0%,·,·,-6,·,-1%,·
COc1ccc(CNC(=O)CCNS(=O)(=O)c2cccc3nsnc23)cc1,20%,·,·,15,·,1%,·
Cc1ccccc1CN1C(=O)C(O)(c2c[nH]c3ccccc23)c2cc(Cl)ccc21 (centres undefined),?,·,·,7,·,?,·
CC(C)(C)CCN1CCCC(COc2ccccc2C(=O)NC2CC2)C1 (centres undefined),-6%,-8%,-3%,5,-21%,-10%,i
Cc1ccc(-n2ncc3c(N4CCCCC4)ncnc32)cc1Cl,7%,·,·,-4,·,7.1µM*,·
CC[C@H]1CN(S(=O)(=O)c2c(C)noc2C)CC[C@H]1CC(=O)NCc1cccc2ccccc12,-16%,-2%,?,-4,22µM*,-29%,-2%
O=C(NC1CCCN(CCn2nc3n(c2=O)CCCC3)C1)c1ccccc1 (centres undefined),·,·,-2%,2,i,·,·
O=C(c1cc[n+]([O-])cc1)N1CCCC(CO)(CCCc2ccccc2)C1 (centres undefined),4%,2%,-14%,6,-12%,5%,-21%
Cc1cc(C)cc(N2C(=O)CSC23C(=O)N(CC(=O)NCCc2ccccc2)c2ccccc23)c1 (centres undefined),3%,·,·,17,·,-22%,·
CCc1nc(C)ccc1OCC(=O)N1Cc2[nH]cnc2CC1C(=O)O (centres undefined),5%,-3%,-6%,4,-22%,-14%,-9%
O=C(OCC1CCCO1)c1ccc2c(c1)N(Cc1ccccc1Cl)C(=O)c1ccccc1S2(=O)=O (centres undefined),8%,·,·,3,·,24%,·
CC(C)(C)CC(=O)N1C[C@@H](CO)[C@@H]2Oc3c(F)cccc3[C@@H]21,·,·,-13%,18,?,·,·
COCC(=O)N1CCC(C(=O)NCc2cc(-c3cccc(F)c3)no2)CC1,-2%,-10%,-13%,10,-11%,-21%,?

# Quoted at random: 2 records from the list, in no set order.
SMILES,HEK293 viab,FLuc inh,3T3 cytotox,IP6K1 inh,HEK cytotox,SNCA expr inhib,GPT2 inhibitor
Cc1cc(C)c(Cn2c3ccccc3c3cnn(CC(=O)NCc4cccs4)c(=O)c32)c(C)c1,9%,·,·,9,·,-2%,·
COCCN1C(=O)c2ccccc2C(C(=O)Nc2ccc(NC(C)=O)cc2)C12CCCCC2 (centres undefined),-10%,-8%,i,18,6%,-7%,i

# (next part)
SMILES,HEK293 viab,FLuc inh,3T3 cytotox,IP6K1 inh,HEK cytotox,SNCA expr inhib,GPT2 inhibitor
Cc1cccc(N(C)C(=O)Cn2c(=O)n(-c3cccc(C)c3)c(=O)c3c2cc(C)n3C)c1,?,-8%,-8%,33,-16%,2%,-6%
COc1ccc2c(c1)c1c(c(=O)n(Cc3ccccc3)c(=O)n1Cc1cc(C)ccc1C)n2C,-5%,·,·,-3,·,23%,·
O=C(NCc1c[nH]c2ncccc12)c1cncc(Br)c1,8%&-8%[87.6 µM],-12%&-3%[172 µM],-28%&-19%[138 µM],17&10,-2%&-25%[172 µM],-11%&-9%[87.6 µM],-23%[88.5 µM]
Cc1cccc(-c2nc(CN3CCC(C(=O)NCCc4noc(-c5ccncc5)n4)CC3)c(C)o2)c1,-10%,·,-22%,20,-22%,28%,0%
